# EPAC1 agonist – agonists of human EPAC1; Potency, µM (doses to about 154 µM), inactives show at the top dose activation, hits mostly activators; EPAC1 agonist qHTS, biochemical assay; response scale: 100% = response to 6.5 mM cAMP; O95398; 360,000 tested, 0.073% active; note: potency is the fitted concentration of half-maximal effect; nearly all actives have a fitted effect of over 60% in size
#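 Nucleotide exchange assay: 100 nM EPAC1 with 250 nM Rap1B loaded with BODIPY-GDP and 50 uM GDP, room temperature. Fluorescence (480/540 nm) read every 5 min for 30 min; signal change normalized to 6.5 mM cAMP as full agonist.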
# aSyn yeast inh – inhibitors of alpha-synuclein toxicity in yeast | 370,000 tested, 0.14% active | AID 652106 | Potency, µM (doses to about 46.1 µM), without a hit: at the top dose growth rescue (activation), usual class: activators | Yeast expressing alpha-synuclein, growth rescue, BacTiter-Glo, 24 h; note: potency is the fitted concentration of half-maximal effect; % of control where 0% means no effect; nearly all actives have a fitted effect of over 65% in size
#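 Rescue of yeast growth: cells expressing toxic alpha-synuclein, induced in galactose at OD600 0.02, incubated with compound 24 h at 30 C. ATP luminescence quantified growth; inhibitors of toxicity appear as activators.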
# IL-2 act – activates IL-2 in a cell-based reporter assay; IL-2 activation reporter assay, cell-based qHTS; stimulated with anti-CD3/CD4/CD28 beads; in transgenic mouse T cells; activation, % (series mostly up to about 46 µM); 360,000 tested, 0.065% active; in the data active = activation above about 50%; inconclusive = mostly about 30% to 49%; note: 0% is about no effect
#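 Quantitative HTS in unstimulated transgenic mouse T cells, with memory T cells as non-tolerant control and PMA/ionomycin as tolerance-bypass control. Compound pretreatment lasted 60 minutes before 18 h bead stimulation; EGFP/DsRed fluorescence read.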
# PLK1 PBD block – inhibitors of human PLK1 polo-box domain binding; P53350; Plk1 PBD binding of FITC phosphopeptide, fluorescence polarization; Potency, µM, for inactives: max response, negative = inhibition, hits mostly inhibitors; 360,000 tested, 2.8% active; AID 720504; note: potency is the fitted concentration of half-maximal effect; series mostly up to about 57 µM; % is set by controls: 0 for no effect and ±100 for the full control effect; nearly all actives have a fitted effect of over 65% in size
# EPAC1 antagonist – antagonists of human EPAC1. 360,000 tested, 0.14% active. Potency, µM (doses to about 115 µM), for the others: at the top dose activity change, negative = inhibition, usual class: inhibitors. O95398. EPAC1 GEF assay, Rap1b-BODIPY-GDP exchange fluorescence;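 note: potency is the fitted concentration of half-maximal effect; plate controls were vehicle for no effect and positive control for full effect; nearly all actives have a fitted effect of over 50% in size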
# Abeta yeast res – compounds reversing amyloid beta toxicity in yeast; yeast expressing A-beta42, growth rescue, OD600, 48 h; response scale: 0% DMSO, 100% iron-clioquinol control; Potency, µM (top dose mostly 46.1 µM), for inactives: top-dose growth rescue, usual class: activators; 410,000 tested, 0.063% active; AID 1347071; note: potency is the fitted concentration of half-maximal effect; nearly all actives have a fitted effect of over 55% in size
#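 Yeast growth medium received pinned compounds, then yeast cells expressing toxic A-beta were added; plates incubated at 30 C for 48 hr. Growth read as absorbance at 600 nm, normalized to DMSO and equimolar FeCl3 plus clioquinol controls.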
# FUS suppressor – rescues growth of FUS-expressing yeast | S. cerevisiae FUS-expressing, growth rescue, OD600, 24 h | Potency, µM (series often up to 76.6 µM), inactives show at the top dose growth rescue (activation), actives largely listed as activators | 390,000 tested, 0.24% active | AID 1347120;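 note: potency is the fitted concentration of half-maximal effect; plate controls were DMSO vehicle for no effect and reference control for full effect; nearly all actives have a fitted effect of over 55% in size; some results filed as inactive show a strong effect at the top dose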
#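 FUS-expressing yeast, raffinose-pregrown, induced in 2% galactose minimal medium at OD 0.005; compounds in a dilution series, 24hr at 30C. Growth restoration read as absorbance at 600 nm. CP55940 positive control, DMSO negative.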
# PI5P4K alpha inh – PI5P4K alpha (human) kinase inhibition. AID 652105. 330,000 tested, 1.2% active. max response, %. P48426. PI5P4Kalpha enzyme, ADP-Glo luminescence, 60 min; stronger effect = lower value; active = max response of -50% or lower; inconclusive = between -30% and -50%; inactive = -30% or higher; note: value at the top dose of about 77 µM; % is set by controls: 0 for no effect and ±100 for the full control effect
#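 Single end-point luminescence (ADP-Glo) quantified ADP from PI5P4Kalpha turnover; ATP 5 microM final, 1 h at RT, 0.1% CHAPS and 0.28 mM EGTA in HEPES pH 7.4.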
# WRN helicase inh – WRN helicase (human) inhibition; WRN helicase unwinding, fluorescent forked duplex, kinetic; 360,000 tested, 0.46% active; Potency, µM (series often up to 114 µM), for the others: at the top dose activity change, negative = inhibition, usual class: inhibitors; Q14191; note: potency is the fitted concentration of half-maximal effect; % is set by controls: 0 for no effect and ±100 for the full control effect; nearly all actives have a fitted effect of over 55% in size
# Target sequence (Q14191 whole entry, looked up): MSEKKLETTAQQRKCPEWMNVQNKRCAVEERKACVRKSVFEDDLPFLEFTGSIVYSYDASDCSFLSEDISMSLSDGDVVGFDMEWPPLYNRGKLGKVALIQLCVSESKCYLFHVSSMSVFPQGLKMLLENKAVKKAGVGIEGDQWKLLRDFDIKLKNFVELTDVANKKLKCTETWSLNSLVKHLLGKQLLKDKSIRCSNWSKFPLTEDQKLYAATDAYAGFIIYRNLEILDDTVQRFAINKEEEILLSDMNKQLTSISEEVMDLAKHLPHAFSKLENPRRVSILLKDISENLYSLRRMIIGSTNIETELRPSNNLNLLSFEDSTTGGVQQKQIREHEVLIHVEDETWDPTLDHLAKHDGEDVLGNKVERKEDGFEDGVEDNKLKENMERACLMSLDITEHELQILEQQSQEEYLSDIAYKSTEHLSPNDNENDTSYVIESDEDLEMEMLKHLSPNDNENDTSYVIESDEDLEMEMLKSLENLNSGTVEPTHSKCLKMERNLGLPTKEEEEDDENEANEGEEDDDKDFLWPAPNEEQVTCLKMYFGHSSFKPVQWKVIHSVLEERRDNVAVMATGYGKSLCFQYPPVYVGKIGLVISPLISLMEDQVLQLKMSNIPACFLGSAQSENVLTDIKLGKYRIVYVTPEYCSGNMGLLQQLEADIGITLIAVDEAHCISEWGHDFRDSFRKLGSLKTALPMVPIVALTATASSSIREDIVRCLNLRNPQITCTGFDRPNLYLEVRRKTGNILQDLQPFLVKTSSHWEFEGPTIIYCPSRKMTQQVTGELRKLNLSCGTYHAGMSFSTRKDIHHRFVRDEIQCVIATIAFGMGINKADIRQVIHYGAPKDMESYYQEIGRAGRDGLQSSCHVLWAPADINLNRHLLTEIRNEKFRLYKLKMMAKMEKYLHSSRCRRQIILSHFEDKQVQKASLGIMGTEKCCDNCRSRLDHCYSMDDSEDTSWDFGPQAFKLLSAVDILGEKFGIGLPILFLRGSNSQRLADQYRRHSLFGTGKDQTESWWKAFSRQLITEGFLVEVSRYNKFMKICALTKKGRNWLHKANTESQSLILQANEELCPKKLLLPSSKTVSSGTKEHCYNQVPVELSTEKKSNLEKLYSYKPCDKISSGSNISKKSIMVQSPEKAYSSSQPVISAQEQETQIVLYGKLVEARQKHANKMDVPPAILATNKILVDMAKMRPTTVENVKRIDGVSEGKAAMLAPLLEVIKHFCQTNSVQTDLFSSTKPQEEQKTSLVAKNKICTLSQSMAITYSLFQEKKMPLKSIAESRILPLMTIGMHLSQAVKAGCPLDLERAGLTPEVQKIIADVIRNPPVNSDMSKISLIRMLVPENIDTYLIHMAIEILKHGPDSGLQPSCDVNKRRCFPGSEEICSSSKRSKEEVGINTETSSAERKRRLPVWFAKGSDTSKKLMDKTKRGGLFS
#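 Enzyme (20 nM final) and test compound sit together 15 min at room temperature before substrate addition. Substrate is a single-forked duplex oligonucleotide (100 nM) labelled with fluorophore and quencher, with 2 mM ATP; helicase unwinding raises red fluorescence, read kinetically.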
# Numbers without * were called inactive; u = inconclusive; x = no result given; & = joins results of further samples; [ ] = another dose, or the depositor's remark. Unless noted, calls come from the whole dose curve; as a rule, active = well fitted curve in the direction sought with a large enough effect; inconclusive = small, poorly fitted or top-dose-only effect, or another doubt; inactive = no such curve, though single readings can be large; an effect the other way counts as inactive or inconclusive.
# Values run as follows: EPAC1 agonist, aSyn yeast inh, IL-2 act, PLK1 PBD block, EPAC1 antagonist, Abeta yeast res, FUS suppressor, PI5P4K alpha inh, WRN helicase inh
CCOc1ccc(NC(=O)C2CCN(S(=O)(=O)c3cccs3)CC2)cc1
  -5%, -7%, -3.0, u, 8%, -13%, 15%, 3, -3%
CC(=O)Oc1ccc2c(=O)c(Oc3ccccc3)coc2c1OC(C)=O
  8%, 0%, 0.1, u, -27%, 2%, x, -27, u
Cc1cc(C)n2c(SCC(=O)Nc3ccccc3C#N)nnc2n1
  7%, 5%, 0.1, -5%, -11%, -1%, 29%, u, -9%[11.6 µM]
Cc1nc(-c2ccc(C#N)cc2)cs1
  -7%, 1%, -0.6, 4%, 14%, -6%, -10%, 0, 4%
CCOc1ccc(N/C(N)=N/c2nc(C)c(C)c(=O)[nH]2)cc1
  11%, 2%, -0.3, 1%, 0%, 3%, 6%, 1, -4%
COc1ccc(C2=CC3=C(Br)C(=O)C(C)(O)C(=O)C3=CO2)cc1 (stereo unspecified)
  1%, -72%[inhibitor], 0.2, u, -15%, -86%[inhibitor], -1%, -83*, u
O=C(CN1C(=O)COc2ccccc21)N(Cc1ccc2c(c1)OCO2)CC1CCCO1 (stereo unspecified)
  11%, 9%, -0.8, -13%, -2%, 2%, 26%, x, -4%
COc1ccc(CC(=O)O/N=C(\N)c2ccc(Br)cc2)cc1OC
  4%, 7%, 0.7, 1%, 3%, 3%, -16%, 13, 1%
Cc1ccc(NC(=O)c2c3c(nc4ccccc24)CCC3)cc1S(=O)(=O)N(C)C
  -2%, 2%, 0.5, -13%, u, -10%, 17%, -52*, -3%[11.6 µM]
O=C(C[C@H]1C/C=C\CC[C@@H](Cc2ccc(F)cc2)C(=O)OC[C@H]2CCCN2C1=O)N[C@@H](CO)Cc1ccccc1
  12%, 3%, -0.4, -2%, -3%, 12%, u, 2, -4%
COc1ccc(CCN2CC(C(=O)N3CCC(O)(c4ccccc4)CC3)CCC2=O)cc1 (stereo unspecified)
  8%, -9%, 2.5, 0%, -6%, -10%, x, -5, -20%
CCOc1ccccc1N(CC)C(=O)c1ccc2c(=O)n3c(nc2c1)CCCCC3
  -7%, -3%, -4.4, -11%, 0%, -12%&-17%, 18%&29%, -1, -5%
COc1ccc(C2=NO[C@@H]3C(=O)N(Cc4ccccc4)C(=O)[C@H]23)cc1OC
  15%, 1%, -1.1, -3%, -13%, -2%, -13%, x, -12%
CCN(CCO)Cc1cc(=O)oc2cc3c(cc12)CCC3
  -3%, -1%, -0.4, 2%, -9%, 10%, -1%, 1, -3%
Cc1ccccc1-c1nc(CN2CCCC(C(=O)NCCCN3CCOCC3)C2)c(C)o1 (stereo unspecified)
  9%, 3%, -0.5, -5%, 2%, u, x, 19, 2%
Cc1cc(C)cc(N(CC(=O)NCc2cccnc2)S(C)(=O)=O)c1
  4%, -6%, -1.1, -9%, 19%, 7%, 2%, x, 6%
Cc1ccc(-c2ccnc(=S)[nH]2)cc1
  2%, -22%, 0.3, u, -4%, -1%, 3%, x, -24%
O=C(Nc1ccc(F)cc1)N1CCN(C/C=C/c2ccccc2)CC1
  -2%, -11%, -2.1, 0%, -8%, -14%, -14%, 0, 4%
O=C(NCCN1CCC(n2c(=O)[nH]c3ccccc32)CC1)c1ccccc1Cl
  11%, -7%, -0.5, -7%, 4%, 1%, -6%, 0, 3%
COc1cc(CC(=O)NNC(=O)c2cccs2)cc(OC)c1OC
  -7%, 0%, 0.2, 3%, 11%, -10%, -13%, -1, 14%

# Following part.
Compound	EPAC1 agonist	aSyn yeast inh	IL-2 act	PLK1 PBD block	EPAC1 antagonist	Abeta yeast res	FUS suppressor	PI5P4K alpha inh	WRN helicase inh
CCOC(=O)c1c(S(=O)(=O)Nc2cccc(-c3ccno3)c2)c(C)n(C)c1C	5%	0%	2.1	3%	-12%	6%	8%	0	-5%
O=C(O)/C(=C\c1cn(-c2ccccc2)nc1-c1cccnc1)NC(=O)c1ccccc1	-7%	8%	-0.8	6%	17%	-4%	-30%	6	-5%
O=C(CCc1nc2ccccc2c(=O)[nH]1)N1CCCc2ccccc21	1%	1%	-3.5	-4%	8%	-4%	21%	-18	-7%[11.6 µM]
C=C(C)C(=O)Nc1ccc(NC(C)C)cc1	17%	2%	-0.7	-8%	4%	0%	-26%	-2	-3%
Cc1cc(N2CCOCC2)ncc1[N+](=O)[O-]	4%	13%	-2.2	-6%	4%	4%	-7%	x	1%
CN(C(=O)c1cccc(NC(=O)Cc2cccc(NC(=O)C3CCCN(C(=O)C4CC4)C3)c2)c1)C1CCC1 (stereo unspecified)	0%	1%	0.3	2%	-9%	8%	10%	8	-8%
COc1cc(/C=C2/C(=N)N3C=CSC3=NC2=O)ccc1OCCOc1ccc(NC(C)=O)cc1	7%	-4%	-2.3	-5%	-6%	0%	39%	-2	-22%[57.1 µM]
COc1cccc(OCCCn2cc(/C=C3/C(=N)N4C=C(C)SC4=NC3=O)c3ccccc32)c1	5%	-10%	-0.4	-21%	18%	-2%	19%	-2	-19%
CCN(CC(=O)NCc1cccs1)C(=O)c1cccc(Cl)c1	3%	-1%	-0.5	-20%	3%	-4%	-4%	-2	-2%
O=C(CN1CCN(C(=O)c2cccc(S(=O)(=O)N3CCCC3)c2)CC1)Nc1cccc(F)c1	0%	4%	0.7	-3%	0%	1%	-4%	11	-2%
O=C(CN(c1ccccc1Cl)S(=O)(=O)c1ccccc1)NCc1ccccc1	5%	7%	-1.4	-6%	-7%	0%	8%	-1	3%
O=C(NCc1cccs1)C1CCCN(c2nc3ccccc3o2)C1 (stereo unspecified)	10%	18%	-2.6	-11%	2%	-3%	30%	x	-7%
CNC(=O)CC1C(=O)N(c2ccc(F)cc2)C(=S)N1NC(=O)c1ccc(Br)cc1 (stereo unspecified)	0%	-9%	2.2	-16%	-1%	-9%	-10%	1	-9%
Cc1ccc(-c2nc3sc4c(c3c(=O)n2N)CC(C)(C)OC4)cc1	0%	3%	-0.6	u	0%	4%	6%	6	4%
C/C(=N\OCc1nc2ccccc2c(=O)n1/N=C/c1cc([N+](=O)[O-])ccc1O)c1ccccc1	-4%	-1%	1.4	-13%	-15%	-31%	u	-54*	-19%

# Reprinted from the part before: 4 compounds, followed by the next part.
Compound	EPAC1 agonist	aSyn yeast inh	IL-2 act	PLK1 PBD block	EPAC1 antagonist	Abeta yeast res	FUS suppressor	PI5P4K alpha inh	WRN helicase inh
O=C(NCc1cccs1)C1CCCN(c2nc3ccccc3o2)C1 (stereo unspecified)	10%	18%	-2.6	-11%	2%	-3%	30%	x	-7%
CNC(=O)CC1C(=O)N(c2ccc(F)cc2)C(=S)N1NC(=O)c1ccc(Br)cc1 (stereo unspecified)	0%	-9%	2.2	-16%	-1%	-9%	-10%	1	-9%
Cc1ccc(-c2nc3sc4c(c3c(=O)n2N)CC(C)(C)OC4)cc1	0%	3%	-0.6	u	0%	4%	6%	6	4%
C/C(=N\OCc1nc2ccccc2c(=O)n1/N=C/c1cc([N+](=O)[O-])ccc1O)c1ccccc1	-4%	-1%	1.4	-13%	-15%	-31%	u	-54*	-19%
COc1ccc(C2(C(=O)N3CCC(n4nc(-c5ccccc5)oc4=O)CC3)CC2)cc1	-5%	-5%	-2.5	-1%	2%	10%	-13%	3	3%
CCCOc1ccc(CSC2=NCCN2)cc1[N+](=O)[O-]	-7%	-13%	0.2	1%	-2%	16%	-16%	-4	7%
Cc1ccc(S(=O)(=O)N(CC(=O)NCC2CCCO2)C2CCCCC2)cc1 (stereo unspecified)	-1%	-1%	-0.1	-10%	-25%	-15%	9%	4	-8%
OC1c2cc(Br)ccc2N=C2CCCCCN21 (stereo unspecified)	-2%	-6%	-0.1	-8%	0%	-15%	6%	-7	-9%
COC(=O)c1ccc2c(=O)n(NC(C)=O)c(=S)[nH]c2c1	-6%	2%	-2.0	-10%	21%	0%	20%	x	0%
Cc1ccccc1NC(=O)Cn1c(=O)n(CC2CCCO2)c(=O)c2ccccc21 (stereo unspecified)	-1%	6%	1.3	-5%	11%	-5%	-4%	1	2%
COCCc1nnc(NC(=O)Cc2ccccc2)s1	3%	-4%	-1.3	-3%	-6%	-7%[9.22 µM]	-36%	-6	-14%
CCOC(=O)[C@]12CCCC=C1N(Cc1cccc3ccccc13)C(=O)[C@H](CC(=O)NCc1ccc(C)o1)C2	11%	21%	-1.2	-12%	-13%	-2%	u	-19	-9%
O=C(/C=C/c1ccccc1)NC(=S)Nc1ccc(CN2CCOCC2)cc1	5%	-3%	-3.6	-9%	-27%	-2%	16%	-6	-30%[57.1 µM]
Cc1ccc(C(C)C)c(OCC(=O)NNC(=O)CC2OC(=O)c3ccccc32)c1 (stereo unspecified)	-4%	-1%	-4.6	1%	-10%	6%	1%	11	3%
C#CCOCCOCCOCCNc1nc(N2CCN(C(=O)C(Cc3cc4ccccc4[nH]3)n3cc(C(N)C(C)CC)nn3)CC2)nc(N2CCN(C(=O)C(Cc3cc4ccccc4[nH]3)n3cc(C(N)C(C)CC)nn3)CC2)n1 (stereo unspecified)	-19%	-28%	-3.2	-6%	-24%	-13%	u	-52*	-30%

# Source: PubChem BioAssay
